# G9a inh: inhibitors of human histone lysine methyltransferase G9a; Q96KQ7; Potency, µM (doses to about 102 µM), for inactives: top-dose activity, negative = inhibition, usual class: inhibitors; hit rate 8.8% among 350,000; G9a H3K9 monomethylation, AlphaScreen, 2 h; also: nearly all actives have a fitted effect of over 75% in size
# Target sequence (Q96KQ7 913-1193 limits assumed): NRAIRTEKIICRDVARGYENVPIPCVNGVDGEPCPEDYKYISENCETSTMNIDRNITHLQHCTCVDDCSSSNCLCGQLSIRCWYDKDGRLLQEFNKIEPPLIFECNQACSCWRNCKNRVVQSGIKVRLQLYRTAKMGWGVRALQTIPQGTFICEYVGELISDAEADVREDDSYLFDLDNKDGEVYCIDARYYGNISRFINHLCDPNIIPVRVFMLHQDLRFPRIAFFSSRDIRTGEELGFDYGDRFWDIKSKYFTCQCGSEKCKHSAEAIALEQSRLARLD
#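 Chemiluminescent proximity detection of H3K9 monomethylation, read after 10 min bead incubation in the dark. Reaction: 20 nM G9a, 500 nM biotin-H3K9 peptide, 20 uM SAM cofactor, 2 h, room temperature, following 15 min enzyme-compound preincubation.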
# BLM helicase inh: inhibitors of human Bloom syndrome helicase BLM; Potency, µM (series often up to 56.1 µM), for the others: top-dose activity change, negative = inhibition, actives largely listed as inhibitors; recombinant BLM DNA unwinding, fluorescence dequenching; hit rate 0.2% among 350,000;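 also: plate controls were vehicle for no effect and no enzyme for full effect; nearly all actives have a fitted effect of over 35% in size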
# Starred values were filed as active, the others as inactive; ? = inconclusive; [ ] = dose if it differs, or a comment. Calls follow the shape of the dose curve; as a rule, active = well fitted curve in the direction sought with a large enough effect; inconclusive = small, poorly fitted or top-dose-only effect, or another doubt; inactive = no such curve, though single readings can be large; an effect the other way counts as inactive or inconclusive. Unless noted, % is scaled to controls: 0 for no effect and ±100 for the full control effect; potency is read from the fitted curve at half-maximal effect. Not all compounds are listed. The share of hits here may be higher or lower than overall.
SMILES,G9a inh,BLM helicase inh
CCCCC(=O)NCCc1c(Cc2ccccc2)[nH]c2ccccc12,13µM*,-3%
COc1ccccc1CCn1c(=O)c(-c2ccccc2)nc2cncnc21,-7%[12.7 µM],-6%
COCCn1c(=O)c(-c2cccs2)nc2cnc(Nc3ccccc3)nc21,7%[12.7 µM],-9%
CCNc1ncc2nc(-c3ccccc3)c(=O)n(Cc3ccc(F)cc3)c2n1,20%[12.7 µM],3%
Cc1nn(C)c2nc(NNC(=O)Nc3cc(Cl)nc(Cl)c3)cc(C(C)C)c12,?,-7%
CC(=O)Oc1ccc2c(c1)CCC1C2CC[C@]2(C)C(OC(C)=O)CCC12 (some centres not stated),-29%[2.33 µM],-10%
O=C(c1csnn1)N1CCC2(CCCN(c3ncccn3)C2)CC1,1%[12.7 µM],6%
CN1CCN(c2ncc3nc(-c4cccc(C#N)c4)c(=O)n(C[C@H]4CCCO4)c3n2)CC1,-3%[0.501 µM],-12%
Cn1c(=O)cnc2cnc(Nc3ccccc3)nc21,2%[12.7 µM],-5%
Cn1cccc1C(=O)N1CCC2(CC1)CCN(c1ccccc1)CC2,-6%[12.7 µM],1%
CCNc1ncc2nc(-c3ccc(Cl)cc3)c(=O)n(C[C@H]3CCCO3)c2n1,9%[0.501 µM],2%
COc1ccccc1CNc1nc(-c2ccccc2OC)nc2ccccc12,-4%[0.501 µM],52%[activator]
O=C(c1ccco1)N1CCC2(CCCN(c3ccccn3)C2)CC1,3%[12.7 µM],-3%
COc1cccc(Cn2c(=O)c(-c3ccccc3)nc3cnc(N4CCN(C)CC4)nc32)c1,-4%[0.501 µM],1%
Cc1ccccc1C1CC(=O)Oc2cc(C)c(Cl)c(C)c21 (configuration not stated),25%,-6%[75.6 µM]
COC(=O)N1CCC2(CC1)CN(C(=O)Nc1ccccc1)C2,0%[12.7 µM],1%
COCC(=O)N1CCC2(CCN(Cc3nccs3)CC2)CC1,-7%[12.7 µM],2%
CC(=O)N1CCC2(CC1)CCN(c1ncccn1)CC2,-7%[12.7 µM],-6%
COCCn1c(=O)c(CCc2ccccc2)nc2cnc(OC)nc21,-7%[12.7 µM],-1%
CS(=O)(=O)Nc1cccc(-c2nc(NC3CC3)c3ccccc3n2)c1,-4%[0.501 µM],3%
N#Cc1ccccc1-c1ccc2ncnc(NCCN3CCOCC3)c2c1,-32%[0.501 µM],-4%
O=C(c1cnccn1)N1CCC[C@@]2(CCN(Cc3ccccc3)C2)C1,-1%[12.7 µM],5%
O=c1c(-c2ccc(Cl)cc2)nc2cnc(Oc3ccccc3)nc2n1C1CC1,-8%[12.7 µM],-3%
COC(=O)N1CCC2(CC1)CCN(c1ccccn1)CC2,3%[12.7 µM],1%
Cn1c(=O)c(-c2cc(F)cc(F)c2)nc2cnc(Nc3ccccc3)nc21,5%[0.501 µM],-1%
SMILES,G9a inh,BLM helicase inh
O=C(/C=C/c1ccc(O)c(O)c1)O[C@H]1C[C@@](O)(C(=O)O)CC(O)C1O (some centres not stated),-32%[2.33 µM],5%
O=C(Nc1ccccc1)N1CCCC2(CCNCC2)C1,5%[12.7 µM],3%
CCNc1ncc2ncc(=O)n(C)c2n1,-1%[12.7 µM],2%
COCC(=O)N1CCC[C@@]2(CCN(c3ccccc3)C2)C1,-4%[12.7 µM],1%
O=P(O)(O)OC1[C@H](O)[C@H](OP(=O)(O)O)C(OP(=O)(O)O)[C@H](OP(=O)(O)O)[C@H]1O (some centres not stated),15%[2.33 µM],4%[2.38 µM]
COC(=O)N1CCC2(CCCN(c3ccccn3)C2)CC1,6%[12.7 µM],-3%
Cc1nc2cnc(Oc3ccccc3)nc2n(-c2ccccc2)c1=O,3%[12.7 µM],2%
Cn1cc(-c2nc3cnc(N4CCNCC4)nc3n(CCC#N)c2=O)c2ccccc21,16%[0.501 µM],6%
CN(C)C(=O)c1ccc(-c2cncnc2NCc2ccccc2)cc1,1%[0.501 µM],-2%
N[C@H](Cc1cc(I)c(Oc2cc(I)c(O)c(I)c2)c(I)c1)C(=O)O,-30%[21.5 µM],0%[21.4 µM]
FC(F)(F)c1ccccc1-c1nc(NCc2cccs2)c2ccccc2n1,11%[0.501 µM],-13%
O=C1CC(c2ccc3c(c2)OCO3)c2ccc(O)cc2O1 (configuration not stated),26%,-1%[75.6 µM]
N#Cc1ccccc1-c1nc(NCCN2CCOCC2)c2ccccc2n1,8%[0.501 µM],-4%
Cn1cc(-c2nc3cnc(Oc4cccc(Cl)c4)nc3n(C3CC3)c2=O)c2ccccc21,5%[0.501 µM],-5%
COc1ccc(CNc2ncnc3ccc(-c4ccoc4)cc23)c(OC)c1,-29%[0.501 µM],4%
Cn1c(=O)c(-c2ccc(F)cc2)nc2cnc(N3CCOCC3)nc21,-5%[0.501 µM],-2%
O=c1cnc2cnc(N3CCOCC3)nc2n1CCc1ccccc1,12%[0.501 µM],2%
COc1ncc2nc(-c3ccccc3)c(=O)n(C[C@H]3CCCO3)c2n1,7%[12.7 µM],2%
COc1ccc(Oc2ncc3nc(-c4cccs4)c(=O)n(Cc4cccs4)c3n2)cc1,6%[12.7 µM],-5%
Cc1noc(C)c1-c1nccc(NCCN2CCOCC2)n1,-2%[0.501 µM],-9%
O=C(O)c1ccc(-c2ccc(-c3ccccc3)cc2)o1,35µM*,3%[120 µM]
C=C1CC[C@H](O)C/C1=C/C=C1\CCC[C@]2(C)[C@H]1CC[C@H]2[C@@H](C)/C=C\[C@@H](C)C(C)C,?,-4%[21.4 µM]
O=C(Nc1ccccc1)N1CCC2(CC1)CCN(C(=O)c1csnn1)CC2,-5%[12.7 µM],4%
Cn1cccc1C(=O)N1CCC[C@@]2(CCN(Cc3ccccc3)C2)C1,8%[12.7 µM],7%
C=CCCCCCCCCCCCC(O)CC(O)CO (configuration not stated) (tested in a mixture with another compound),-39%[2.33 µM],-2%
SMILES,G9a inh,BLM helicase inh
CC[C@]1(c2ccccc2)NC(=O)N(C)C1=O,23%[21.5 µM],-1%[21.4 µM]
CCC(=O)OC1CCC2C3CCc4cc(O)ccc4C3CC[C@]12C (some centres not stated),-6%[2.33 µM],-17%
Cc1ccccc1-c1cc(NCCN2CCOCC2)ncn1,-32%[0.501 µM],-2%
COc1ccc2[nH]cc(CCNc3cc(-c4ccccc4Cl)ncn3)c2c1,3%[0.501 µM],-2%
O=C(c1ccncc1)N1CCC2(CCCN(c3ncccn3)C2)CC1,8%[12.7 µM],5%
CN1CCN(c2ncc3nc(-c4cccs4)c(=O)n(C[C@H]4CCCO4)c3n2)CC1,0%[12.7 µM],0%
COc1ccc(CNC(=S)Nc2ccccc2-c2ccccc2)cc1,?,-7%
CCOC(=O)C1=C(c2ccccc2)c2cc(OC)ccc2OC1C(=O)OCC (configuration not stated),58%[activator],-11%[75.6 µM]
COc1cccc(Cn2c(=O)c(-c3cc(F)cc(F)c3)nc3cncnc32)c1,3%[0.501 µM],-14%
CN(Cc1ccccc1)C(=O)[C@H](Cc1ccc2ccccc2c1)NC(=O)[C@@H]1C[C@@H](O)CN1C(=O)c1cn(C)c2ccccc12,7%[59 µM],-9%
O=S(=O)(c1ccccc1)N1CCC2(CCN(Cc3ccncc3)CC2)CC1,0%[12.7 µM],2%
CCNc1ncc2nc(-c3cc(F)cc(F)c3)c(=O)n(C3CC3)c2n1,11%[0.501 µM],-4%
COCC(=O)N1CCC2(CC1)CN(Cc1ccccc1OC)C2,-15%[12.7 µM],-11%
OCc1ccccc1O[C@H]1OC(CO)C(O)C(O)C1O (some centres not stated),-8%[2.33 µM],-11%
C#C[C@]1(O)CCC2C3CCC4=C(CCC(=O)C4)C3CC[C@@]21C (some centres not stated),-37%[2.33 µM],-6%
CC(C)CN1CCC2(CC1)CCN(C(=O)c1cccc(F)c1)CC2,-8%[12.7 µM],2%
O=c1c(-c2ccccc2)nc2cnc(Oc3cccc(Cl)c3)nc2n1C[C@H]1CCCO1,3%[0.501 µM],-11%
O=c1c(CCc2ccccc2)nc2cnc(N3CCNCC3)nc2n1CCc1ccccc1,7%[12.7 µM],-3%
CC(C)NC(=O)N1CCCC2(CCN(C(=O)c3csnn3)CC2)C1,2%[12.7 µM],3%
COc1ccc(-c2nc3cnc(Nc4cccc(OC)c4)nc3n(C3CC3)c2=O)cc1,6%[0.501 µM],1%
CN(Cc1ccco1)c1ncncc1-c1cccnc1,-38%[0.501 µM],-11%
O=C(c1ccncc1)N1CCC[C@@]2(CCN(Cc3cc(C(F)(F)F)cc(C(F)(F)F)c3)C2)C1,12%[12.7 µM],0%
CC(C)CN1CCC2(CC1)CCN(C(=O)c1cccn1C)CC2,-7%[12.7 µM],-4%
COc1cccc(Cn2c(=O)c(-c3cn(C)c4ccccc34)nc3cncnc32)c1,13%[0.501 µM],1%
Cc1cnc(CNc2ncncc2-c2cccnc2)cn1,10%[0.501 µM],-4%
SMILES,G9a inh,BLM helicase inh
CS(=O)(=O)N1CCC2(CC1)CN(Cc1ccc(C#N)cc1)C2,9%[12.7 µM],4%
Cc1noc(C)c1C(=O)N1CCC[C@@]2(CCN(C(=O)NC(C)C)C2)C1,1%[12.7 µM],-2%
Cc1ccc(C2CC(=O)Oc3ccc(O)cc32)cc1 (configuration not stated),11µM*,0%[120 µM]
FC(F)(F)c1ccccc1-c1cncnc1NCCN1CCOCC1,-1%[0.501 µM],2%
Cc1nc2cnc(OCc3ccccc3)nc2n(CCc2ccccc2)c1=O,-2%[0.501 µM],-10%
N#Cc1cccc(-c2nc(NCc3cccnc3)c3ccccc3n2)c1,2%[0.501 µM],2%
C=C[C@H](N)CCC(=O)O,21%[21.5 µM],1%
COc1ccccc1CNc1ccnc(-c2ccccc2CN(C)C)n1,7%[0.501 µM],-5%
Cn1c(=O)c(-c2ccc(F)cc2)nc2cnc(Nc3ccccc3)nc21,7%[0.501 µM],-7%
CN(C)C(=O)c1ccc(-c2nccc(-n3ccnc3)n2)cc1,6%[0.501 µM],-1%
Cc1nnc2c3cnn(-c4ccc(Cl)cc4)c3ncn12,-5%[59 µM],-2%
CCNc1ncc2nc(-c3ccccc3)c(=O)n(Cc3cccs3)c2n1,-4%[0.501 µM],-1%
COc1ccccc1-c1nc(NCc2cccs2)c2ccccc2n1,-37%[0.501 µM],50%[activator]
COc1ccc(CNc2ncncc2-c2cccnc2)c(OC)c1,-45%[0.501 µM],-11%
COc1ncc2nc(C)c(=O)n(CCC#N)c2n1,-5%[12.7 µM],-1%
COc1cccc(Cn2c(=O)c(-c3ccc(Cl)cc3)nc3cncnc32)c1,4%[0.501 µM],-8%
COc1ncc2nc(-c3cn(C)c4ccccc34)c(=O)n(C)c2n1,2%[0.501 µM],-2%
c1ccc2sc(N3CCN(Cc4ccc5c(c4)OCO5)CC3)nc2c1,5%[59 µM],-7%
O=C(c1ccncc1)N1CCC2(CC1)CN(Cc1cc(C(F)(F)F)cc(C(F)(F)F)c1)C2,0%[12.7 µM],-1%
CN(Cc1ccco1)c1cc(-c2cccc(C#N)c2)ncn1,6%[0.501 µM],-2%
COc1cccc(Cn2c(=O)c(-c3cn(C)c4ccccc34)nc3cnc(N4CCNCC4)nc32)c1,8%[0.501 µM],-22%
CNc1ncncc1-c1ccccc1C,20%[0.501 µM],3%
CN(C)C(=O)c1ccc(-c2ccc3ncnc(N(C)Cc4ccco4)c3c2)cc1,-2%[0.501 µM],-1%
CS(=O)(=O)N1CCC2(CC1)CN(c1ccccn1)C2,-14%[12.7 µM],-2%
CC(=O)N1CCC2(CC1)CN(Cc1ccc(C#N)cc1)C2,2%[12.7 µM],4%
COc1ccc(Oc2ncc3nc(-c4ccc(Cl)cc4)c(=O)n(C[C@H]4CCCO4)c3n2)cc1,6%[0.501 µM],-6%
CN(C)c1ncc2nc(-c3ccc(F)cc3)c(=O)n(C3CC3)c2n1,-12%[12.7 µM],4%

# In the list so far, these have fluorine.
SMILES,G9a inh,BLM helicase inh
CCNc1ncc2nc(-c3ccccc3)c(=O)n(Cc3ccc(F)cc3)c2n1,20%[12.7 µM],3%
Cn1c(=O)c(-c2cc(F)cc(F)c2)nc2cnc(Nc3ccccc3)nc21,5%[0.501 µM],-1%
FC(F)(F)c1ccccc1-c1nc(NCc2cccs2)c2ccccc2n1,11%[0.501 µM],-13%
Cn1c(=O)c(-c2ccc(F)cc2)nc2cnc(N3CCOCC3)nc21,-5%[0.501 µM],-2%
COc1cccc(Cn2c(=O)c(-c3cc(F)cc(F)c3)nc3cncnc32)c1,3%[0.501 µM],-14%
CCNc1ncc2nc(-c3cc(F)cc(F)c3)c(=O)n(C3CC3)c2n1,11%[0.501 µM],-4%
CC(C)CN1CCC2(CC1)CCN(C(=O)c1cccc(F)c1)CC2,-8%[12.7 µM],2%
O=C(c1ccncc1)N1CCC[C@@]2(CCN(Cc3cc(C(F)(F)F)cc(C(F)(F)F)c3)C2)C1,12%[12.7 µM],0%
FC(F)(F)c1ccccc1-c1cncnc1NCCN1CCOCC1,-1%[0.501 µM],2%
Cn1c(=O)c(-c2ccc(F)cc2)nc2cnc(Nc3ccccc3)nc21,7%[0.501 µM],-7%
O=C(c1ccncc1)N1CCC2(CC1)CN(Cc1cc(C(F)(F)F)cc(C(F)(F)F)c1)C2,0%[12.7 µM],-1%
CN(C)c1ncc2nc(-c3ccc(F)cc3)c(=O)n(C3CC3)c2n1,-12%[12.7 µM],4%
